NADH enzymes: inhibitors of PK/LDH coupling enzymes, profiling panel, artefact control, biochemical, MLSMR library | hit rate 0.02% among 65,000 | coupled PK/LDH NADH assays, four targets | IC50, µM (series often up to 10 µM), without a hit: at the top dose inhibition;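 active = single-dose screening hits from any of four coupled enzyme assays that gave an IC50 when retested across doses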;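 also: the DPM-DC format reads NADH fluorescence rather than 340 nm absorbance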
tolC growth inh: growth inhibitors of E. coli tolC mutant, primary screen, strain BW25113 ΔtolC::kan, 384-well; AID 573, 2007; hit rate 2.2% among 65,000; OD615; growth inhibition, % at 10 µM (by protocol);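 active = growth inhibition at or above a cutoff equal to the mean over every tested compound plus 3 SD, cut at about 60% in these data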;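 also: growth measured after 20 h incubation at 37 °C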
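Test system – E. coli BW25113 ΔtolC::kan, tolC deletion mutant strain · Detection – OD at 615 nm · Buffer or medium – LB with kanamycin 50 µg/mL · Times – 20 h compound exposure of bacteria at 37 °C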
The depositor's hits bear a star. Some of the compounds tested; count on the stated rates, not on these rows.

SMILES | NADH enzymes | tolC growth inh
Cn1c(O)c(C=NCCc2c[nH]c3ccccc23)c(=O)n(C)c1=O | 7% | -4
CC1(C)C(c2ccccc2)=NC(c2cccnc2)N1O (stereo not given) | 3% | -6

Source: PubChem BioAssay (SRMLSC)
